# mHtt clearance – mutant huntingtin protein clearance. inhibition, % at 1.5 µM. hit rate 0.42% among 47,000. HeLa Exon1htt(103Q)mCFP, aggregate imaging; zero = plate's median compound well;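 active means inhibition of aggregate fluorescence above about 70%, also judged a hit by eye on the cell image, limit read from the data, passing the limit was not always enough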;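 further: cells exposed to compound for three days before fixation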
# mHtt clearance grain fraction – recorded beside mHtt clearance, whose call it bears; fraction fluorescence in grains; measured here: aggregate grain fluorescence fraction; active compounds read low;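 scaled fraction of total cell fluorescence in grains with unit not stated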
# * = called active by the depositor. Only part of the results is shown, so the mix of outcomes need not match the whole.
nr	SMILES	mHtt clearance	mHtt clearance grain fraction
1	N#Cc1c(-c2ccccc2)nc(SCc2nc(N)nc(N3CCCCC3)n2)[nH]c1=O	42	9.6
2	Brc1ccccc1OCCCN1CCOCC1	-18	44
3	COc1ccc(-n2nnc3c(SCC(=O)c4ccccc4)ncnc32)cc1	22	30
4	CCOC(=O)C1=C(C)NC2=C(C(=O)C(C(=O)OCC)C(c3ccccc3OC)C2)C1c1ccccn1 (stereo not given)	-17	46
5	O=c1nc(N2CCCC2)nc(Nc2ccccc2)[nH]1	58	8.6
6	CC1(C)CC(=O)C(C(C2=C(O)CC(C)(C)CC2=O)c2cccs2)C(=O)C1 (stereo not given)	-3	32
7	CCc1cc(C(=O)OC)c(NC(=O)CCCC(=O)O)s1	9	31
8	O=C1Nc2ccccc2C12OCCO2	9	34
9	O=C(Nc1cnccn1)c1cccnc1	6	18
10	CSC1=NCCN1C(=O)c1cccc(C(F)(F)F)c1	-14	33
11	Cc1cc(N2CCN(c3ccccc3)CC2)nc(N)n1	-17	22
12	CCc1c(C)c2cc(Cl)c(O)c(CN3CCCCC3)c2oc1=O	-22	41
13	Clc1ccc(OCCn2ccnc2)c(Cl)c1	-45	27
14	O=c1cc(CN2CCN(CCO)CC2)c2cc3c(cc2o1)CCC3	-33	56
15	O=C(/C=C/c1ccc(Cl)c([N+](=O)[O-])c1)NCc1cccnc1	-62	62
16	Cc1ccccc1OCC(O)Cn1c(NCc2ccccc2)nc2c1c(=O)[nH]c(=O)n2C (stereo not given)	-55	67
17	CCCCOc1ccccc1NC(=O)C=C(C)C	-43	25
18	O=C(CCC(=O)c1ccc[nH]1)c1ccc(Cl)cc1	75*	4.9*
19	COc1ccc(NC(=O)CN2C(=O)c3cccc4cccc2c34)c(OC)c1	-12	43
20	COC(=O)c1coc(-c2ccc(OC)cc2)c1C(=O)OC	17	23
21	c1ccc(Cn2nnc3c(NCCN4CCOCC4)ncnc32)cc1	-22	42
22	CCOC(=O)c1ccc(NC(=O)CSc2nnc(-c3cccs3)n2CC)cc1	43	9.7
23	COc1ccc(NC(=S)N/C(=N/CS(=O)(=O)c2ccccc2)c2ccccc2)cc1	35	12
24	CC1(C)CC(=O)c2cc(C(=O)NCc3ccco3)c(=O)n(-c3ccccc3)c2C1	32	15
25	Nc1nonc1OCCc1ccccc1	-73	33
26	Cc1nc2nc(-c3ccc(Cl)cc3)[nH]n2c(=O)c1Cc1ccccc1	-27	54
27	CC(C)C(CCN1C(=O)CCC1=O)C1CCOC(C)(C)C1 (stereo not given)	18	17
28	CN(C)C(=O)N1CCN(C(=O)c2ccco2)CC1	36	21
29	O=C(Nc1ccc(SC(F)F)cc1)c1ccc2nccnc2c1	21	16
30	CCCCC1CC1C(=O)Nc1ncc2c(n1)CC(C)(C)CC2=O (stereo not given)	34	12
31	O=C1c2cccnc2C(=O)N1c1cccc(-c2nc3ccccc3o2)c1	-40	65
32	COc1ccc(Nc2nc(N3CCCC3)nc3ccccc23)c(OC)c1	-87	32
33	CC1(C)C(=O)OC(c2ccccc2)C2(CCCC2)C1=O (stereo not given)	20	19
34	COC(=O)CN(c1ccc(C(C)C)cc1)S(=O)(=O)c1c(C)[nH]c(=O)[nH]c1=O	5	47
35	C=CCn1c(Cc2ccc(OC)cc2)nnc1SCc1nc2ccccc2c(=O)[nH]1	-10	43
36	CC(=O)Nc1sc2c(c1C(N)=O)CCC2	-68	33
37	CCOc1ccc(OCCSc2nc3ccccc3[nH]2)cc1	-32	27
38	CCOC(=O)c1ccccc1NC(=O)c1ccc2c(=O)n3c(nc2c1)CCCCC3	-1	32
39	COc1ccc(-c2nnc(SCc3cccc(C#N)c3)o2)cc1	18	16
40	CCNC(=S)N1CCN(c2ccc([N+](=O)[O-])cc2)CC1	5	32

# Complete entries from above.
# Cc1nc2nc(-c3ccc(Cl)cc3)[nH]n2c(=O)c1Cc1ccccc1 is listed as mHtt clearance: -27; mHtt clearance grain fraction: 54
# CC1(C)CC(=O)c2cc(C(=O)NCc3ccco3)c(=O)n(-c3ccccc3)c2C1 is listed as mHtt clearance: 32; mHtt clearance grain fraction: 15
# C=CCn1c(Cc2ccc(OC)cc2)nnc1SCc1nc2ccccc2c(=O)[nH]1 is listed as mHtt clearance: -10; mHtt clearance grain fraction: 43

# Further compounds:
nr	SMILES	mHtt clearance	mHtt clearance grain fraction
41	CCc1nnc(NC(=O)CSc2nc3c(cc2C#N)CCCC3)s1	12	16
42	Fc1ccc(-c2nnc(-c3ccc(Cl)cc3Cl)o2)cc1	-94	63
43	Cc1cnc(NC(=O)CSc2ccc(Cl)cc2)s1	-8	38
44	CC(=O)N1CCN(c2ccccc2NC(=O)COc2ccc(Br)cc2)CC1	19	30
45	CCOC(=O)c1c(COc2ccccc2)oc2ccc(O)cc12	42	11
46	Cc1cc(OCC(=O)Nc2ccncc2)cc(C)c1Br	52	8.5
47	CCN(CC)CCCN1C(=O)C(=O)/C(=C(/O)c2cnn(-c3ccccc3)c2C)C1c1ccncc1 (stereo not given)	-33	22
48	CC(=O)Cc1ccccc1OC(=O)c1ccco1	63	12
49	COc1ccc(CNC(=O)C2CCN(C(=O)[C@@H](CC(C)C)NC(=O)OC(C)(C)C)CC2)cc1	68	12
50	CCSc1nnc(NC(=O)C2CCCCC2)s1	57	8.6
51	CN(C)c1ccc(C=Nc2ccc(N(C)C)cc2)cc1	-26	24
52	O=C(O)c1cc2cccc(S(=O)(=O)N3CCOCC3)c2cc1O	11	31
53	Cc1ccc(OCC(=O)Nc2ccc(N3CCOCC3)cc2)cc1	0	43
54	O=C(/C=C/c1ccccc1)N1CCN(Cc2nc3ccccc3c(=O)[nH]2)CC1	-22	43
55	CC(C)(C)c1nc(SCC(=O)NCc2ccco2)c2ccccc2n1	-51	28
56	CC(C)CCN1CC(C(=O)N2CCN(c3ccc(F)cc3)CC2)CC1=O (stereo not given)	-18	25
57	Clc1ccc(-c2nnc3sc(Cc4cccs4)nn23)c(Cl)c1	2	36
58	CC(=O)c1cc(-c2ccccc2)[nH]c1N1CCCC1	-3	19
59	Cc1nc2sc3c(c2c(=O)n1/N=C/c1ccco1)CCCC3	32	24
60	CC(=O)Nc1ccc(C(=O)n2cnc3cc(C)c(C)cc32)cc1	1	20
61	CCC(CC)C(=O)Nc1cccc(S(=O)(=O)c2cccc(NC(=O)C(CC)CC)c2)c1	-15	18
62	CCOC(=O)NC(c1cccc(Cl)c1)C1CCCCCC1=O (stereo not given)	-12	22
63	CCC(=O)c1ccc(OC(=O)c2ccc(Br)o2)cc1	-17	19
64	CCOC(=O)c1sc2nc(NC(=O)COc3ccccc3)sc2c1C	37	28
65	CN1CCN(S(=O)(=O)c2cc([N+](=O)[O-])ccc2N2CCCCCC2)CC1	10	27
66	O=C(CC1NC(=O)NC1=O)Nc1cccc2ccccc12 (stereo not given)	36	12
67	Cc1nc(SCc2ccc(Br)cc2)[nH]c(=O)c1C	30	13
68	O=C(O)CC(NC(=O)C(c1ccccc1)c1ccccc1)c1ccco1 (stereo not given)	-18	24
69	CCC1(CC)Cc2ccccc2C(Nc2c(C)n(C)n(-c3ccccc3)c2=O)=N1	-9	21
70	CCOc1cccc(N2C(=O)CC(N3CCN(c4ccc(S(=O)(=O)CC)cc4)CC3)C2=O)c1 (stereo not given)	-16	27
71	c1ccc(CCN2CN(CCCN3CCOCC3)c3nc4ccccc4n3C2)cc1	-13	34
72	COc1cc(C2NC(=O)c3ccccc3O2)cc(OC)c1OC (stereo not given)	-6	21
73	Nc1nc(-c2ccc(Cl)cc2)cn1N	-37	52
74	Cc1snc(S(=O)(=O)Cc2ccccc2Cl)c1C#N	-50	58
75	CN(C(=O)c1ccccc1NC(=O)C(F)(F)F)c1ccccc1	43	22
76	COc1ccc(NC(=O)CCN2CCCCCC2)c(OC)c1	1	22
77	CCCCOc1ccc(CNn2c(C)nc3ccccc3c2=O)cc1	18	28
78	CC1(C)N=C(/C=N/O)C=[N+]1[O-]	-3	32
79	Cc1cccc(NC(=O)Cn2nnc(-c3cccs3)n2)c1C	-15	40
80	Cc1nn(C)cc1CNC(=O)c1cccc(Br)c1	-13	19
81	O=C(/C=C/N1CCOCC1)c1ccc(-c2ccccc2)cc1	28	15
82	CCOC(=O)c1[nH]c(C)c(/C(O)=C2\C(=O)C(=O)N(CCN(C)C)C2c2ccncc2)c1C (stereo not given)	-26	26
83	NC(=O)CN1C(=O)C(O)(CC(=O)c2ccccc2O)c2ccccc21 (stereo not given)	34	21
84	CCCC1O[C@@H]2CC3C4CCC5=CC(=O)C=C[C@]5(C)C4C(OC(C)=O)C[C@]3(C)[C@]2(C(=O)COC(C)=O)O1 (stereo not given in full)	-15	21
85	CCOC(=O)C(O)(NC(=O)c1cccnc1)C(F)(F)F (stereo not given)	-30	27
86	CCC(C)(C)NC(=O)c1ccc2c(c1)N(CC(=O)OC)C(=O)C(C)(C)O2	-6	22
87	CN1CCCCCC1=Nc1ccccc1C#N	2	20
88	O=[N+]([O-])c1ccc(N2CCCC2)cc1NC(c1ccccc1)c1ccccc1	35	27
89	CCN1C(=O)C(Cc2nc3ccccc3c(=O)n2C)c2ccccc21 (stereo not given)	-40	29
90	CN(C)CCOCCOc1ccccc1-c1ccccc1	6	29
91	COC(=O)c1[nH]c2ccc(F)cc2c1NC(=O)CCN1CCN(C(=O)c2ccco2)CC1	16	16
92	CC1(C)C(c2cccs2)=[N+]([O-])C2(CCCCC/C2=N\O)N1O (stereo not given)	19	15
93	Cc1cc(C)c(N=C2CCCN2Cc2ccccc2)c(C#N)c1	-35	26
94	CCOC(=O)CSc1nc2cc(OC)ccc2cc1C#N	-10	40
95	CCOc1ccc(CCNS(=O)(=O)c2c(C)n[nH]c2C)cc1OCC	4	32
96	Cc1ccccc1-c1nc(CN2CCC(C(=O)NCCCN3CCCC3)CC2)c(C)o1	40	12
97	COc1ccc(N2CCN(C(=O)CSc3nnc(C)c(=O)[nH]3)CC2)cc1	-21	44
98	Cc1ccc(-c2csc(NC(=O)CSc3ncn(-c4ccccc4)n3)n2)cc1	-6	20
99	COc1ccccc1NC(=O)C1CC(=O)N(c2ccc(F)cc2)C1 (stereo not given)	-4	18
100	CCCCCOc1ccc(OC(=O)c2ccncc2)cc1	27	25

# Five of these compounds, set out differently.
94. CCOC(=O)CSc1nc2cc(OC)ccc2cc1C#N
95. CCOc1ccc(CCNS(=O)(=O)c2c(C)n[nH]c2C)cc1OCC
96. Cc1ccccc1-c1nc(CN2CCC(C(=O)NCCCN3CCCC3)CC2)c(C)o1
97. COc1ccc(N2CCN(C(=O)CSc3nnc(C)c(=O)[nH]3)CC2)cc1
98. Cc1ccc(-c2csc(NC(=O)CSc3ncn(-c4ccccc4)n3)n2)cc1
assay / compound,94,95,96,97,98
mHtt clearance,-10,4,40,-21,-6
mHtt clearance grain fraction,40,32,12,44,20

# Next section.
nr	SMILES	mHtt clearance	mHtt clearance grain fraction
101	COC(=O)CCC(=O)NNC(=O)c1cccc(Cl)c1	6	27
102	Clc1ccc(Oc2nc(N3CCOCC3)nc(N3CCOCC3)n2)c(C2CCCCC2)c1	12	17
103	CN(C)c1oc(-c2ccc(OCc3ccccc3)cc2)nc1C#N	6	33
104	CC(/C=C/c1ccccc1)=N/NC(=O)c1cnccn1	-74	34
105	COc1cccc(C(=O)CSc2nc3ccccc3n2CC(=O)N(C(C)C)C(C)C)c1	13	17
106	COc1ccc(S(=O)(=O)N2CCC(C(=O)NCC(c3cccs3)N(C)C)CC2)cc1 (stereo not given)	-25	47
107	CCOC(=O)N1CCN(C(=O)C2CCC(=O)N2C(C)C)CC1 (stereo not given)	44	24
108	Cc1noc(C)c1CSc1nnc(C)c(=O)[nH]1	-38	52
109	Cn1nc(OCc2ccccc2)ccc1=O	15	34
110	COc1cccc(CNC(=O)C2CCC(CNS(=O)(=O)c3cccc4nsnc34)CC2)c1 (stereo not given)	-31	61
111	Cn1cccc1C(=S)N1CCOCC1	30	14
112	CCOC(=O)CN=C1CC(C)(C)CC2=C1Sc1ncnc(N(C)C)c1N2	-17	37
113	COc1ccc2nc(NC(=O)c3ccc(Br)s3)sc2c1	-40	33
114	Cc1ccc(-c2nn(CC(=O)NCCN3CCOCC3)c(=O)c3ccccc23)cc1	-10	51
115	CCn1c(CSc2nc3ccccc3s2)nnc1SCC(=O)c1ccc2c(c1)OCCO2	7	32
116	Cn1c(=O)c(C#N)c(-c2ccccc2)n2cnnc12	-47	44
117	Cc1cccnc1-n1c(CCN2C(=O)c3ccccc3C2=O)nc2ccccc2c1=O	41	12
118	Cc1ccc(C(C)C)c(OCc2nc(-c3nonc3N)no2)c1	14	41
119	CCC(C)C(NC(=O)C1CCC(C)CC1)C(=O)NC(CCSC)C(=O)OC (stereo not given)	-36	25
120	CCc1c(-c2ccccc2)nc2nc(C)c(C)nn12	-111	105
121	CC(=O)c1ccc(OCCCC(=O)OCc2nnc(-c3ccc(Cl)cc3)o2)cc1	-3	42
122	CC1CCCCN1CCNS(=O)(=O)c1ccc2c(c1)oc(=O)n2C (stereo not given)	11	39
123	Cc1ccc(C(=O)C2CCN(CC(=O)NC3CCCCC3)CC2)cc1	8	34
124	OCCN(Cc1ccccc1)Cc1cccc(C(F)(F)F)c1	34	14
125	Cc1ccc(NC(=O)C(C)N2CCOCC2)c(C(=O)c2ccccc2)c1 (stereo not given)	23	28
126	Cc1nc2sc(C)c(C)c2c(=O)o1	9	17
127	Cc1onc(-c2c(Cl)cccc2Cl)c1C(=O)NCCN1CCOCC1	7	18
128	COc1cccc(C2N(c3ccccn3)C(=O)C3CCCN32)c1OC (stereo not given)	-21	38
129	Cc1nn(C)c(C)c1-c1c(C#N)c(N)nc2c1CCCCCC2	21	26
130	C=CCN(CC=C)CC(=O)Nc1ccc(S(N)(=O)=O)cc1	-48	29
131	O=C(OCc1ccc(Cl)c(Cl)c1)c1ccccn1	21	25

# Screens from PubChem.
